Source: PubChem (Icahn School of Medicine at Mount Sinai)
ROC1-CUL1 inh: inhibitors of human ROC1-CUL1 ubiquitin ligase activity | E3 ubiquitin-protein ligase RBX1 (Homo sapiens) + Cullin-1 (Homo sapiens), P62877+Q13616 | in vitro K48 di-Ub FRET, acceptor:donor ratio, 45 min | inhibition, % at 10 µM | 140,000 compounds, 0.6% hits | AID 1347404, 2020; in the data active = inhibition above about 25%
Target sequence (P62877 whole entry, looked up): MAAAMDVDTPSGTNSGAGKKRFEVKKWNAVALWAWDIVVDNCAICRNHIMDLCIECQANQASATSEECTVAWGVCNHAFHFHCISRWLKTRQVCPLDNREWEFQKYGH
Target sequence (Q13616 whole entry, looked up): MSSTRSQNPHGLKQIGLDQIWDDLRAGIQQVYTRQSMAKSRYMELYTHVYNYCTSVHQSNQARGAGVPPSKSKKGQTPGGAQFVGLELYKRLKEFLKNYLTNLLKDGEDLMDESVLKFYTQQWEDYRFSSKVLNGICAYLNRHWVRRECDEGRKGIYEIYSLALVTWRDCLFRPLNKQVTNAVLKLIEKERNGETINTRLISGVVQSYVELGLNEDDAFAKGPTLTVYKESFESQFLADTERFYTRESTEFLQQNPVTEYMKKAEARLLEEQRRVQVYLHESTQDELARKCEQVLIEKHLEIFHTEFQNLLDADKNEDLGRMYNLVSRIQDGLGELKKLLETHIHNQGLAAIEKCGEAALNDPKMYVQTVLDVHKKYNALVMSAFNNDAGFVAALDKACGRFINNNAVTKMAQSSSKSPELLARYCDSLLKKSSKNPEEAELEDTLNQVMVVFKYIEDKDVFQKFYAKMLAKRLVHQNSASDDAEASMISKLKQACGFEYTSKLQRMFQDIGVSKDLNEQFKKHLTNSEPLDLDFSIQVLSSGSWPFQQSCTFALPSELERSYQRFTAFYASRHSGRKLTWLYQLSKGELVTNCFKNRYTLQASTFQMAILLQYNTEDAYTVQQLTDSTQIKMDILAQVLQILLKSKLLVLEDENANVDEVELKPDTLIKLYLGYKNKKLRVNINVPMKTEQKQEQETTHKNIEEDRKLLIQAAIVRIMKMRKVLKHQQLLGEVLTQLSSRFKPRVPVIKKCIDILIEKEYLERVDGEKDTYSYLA
Starred values were filed as active, the others as inactive; & = joins results of further samples.

molecule | ROC1-CUL1 inh
COc1ccc(CCNC(=O)C(C)c2ccc(CC(C)C)cc2)cc1OC (stereo unspecified) | -6
Cc1ccc(C)c(OCC(O)CN2CCc3ccccc3C2)c1 (stereo unspecified) | 2
Cn1c(SCc2ccon2)nc2ccccc2c1=O | -8
Cc1ccccc1OCC(=O)NNC(=S)NC(=O)c1ccccc1[N+](=O)[O-] | -4
CCOc1ccccc1NC(=O)C1C(C)=NC(=O)NC1c1cccc(Cl)c1 (stereo unspecified) | 18
COc1ccc(C)cc1NS(=O)(=O)c1ccc2oc(=O)c3ncn(C)c3c2c1 | -8
CC(=O)N1CCCc2cc(S(=O)(=O)N3CCC(C(=O)N(C)C4CCCCC4)CC3)ccc21 | -8
CCOc1ccc(/C=N/NC(=O)c2cc(-c3cccc(OC)c3)nc3ccccc23)cc1 | -9
CC(=O)c1cccc(NC(=S)NC(=O)c2ccc(-c3ccccc3)cc2)c1 | -5
Cc1ccc(-c2nc3ccccc3s2)cc1NC(=S)NC(=O)CC(C)C | -3
CC(C)n1c(=O)c2oc3ccccc3c2n(Cc2ccccc2F)c1=O | 2
Clc1nc(-c2ccccc2)cc(-c2cnc(Cl)nc2Nc2ccccc2)n1 | 4
NC(=O)c1nc(-c2ccccc2)cnc1N | 5
Cn1cccc1CNCc1ccc(F)cc1 | 3
C=CCOc1ccc(Cl)cc1CNC(C)(C)CO | -3
Cc1ccc(-c2nn3c(C4CCCCC4)nnc3s2)cn1 | 2
O=C(Nc1ccc(S(=O)(=O)N2CCCCCC2)cc1)C(F)(F)F | 9
COc1cccc(CNC(=S)NC(=O)c2sc3ccccc3c2Cl)c1 | 7
CCOC(=O)c1c(NC(=O)/C=C/C(=O)O)sc2c1CCCCCC2 | 1
C1=C[C@H]2C[C@@H]1C[C@H]2CCNc1nncc(-c2ccccc2)n1 | 5
C=CCSc1nc(SCC=C)c2c3c(sc2n1)CN(C(=O)OCC)CC3 | 10
COCc1cc(/C=N/NC(=O)Cc2ccc(Cl)cc2)ccc1OC | 2
CCc1ccc(C(=O)c2cn(CC(=O)NCCc3ccc(OC)c(OC)c3)c3nc(C)ccc3c2=O)cc1 | 5
Cc1cnc(C)c(-c2cccc(-c3ccn(C)n3)c2)n1 | 6
COc1cc(CNc2ccc(F)cc2)ccc1OCC(=O)NC(C)(C)C | -2
COc1ccc(-c2c(C#N)c(SCC(=O)Nc3ccc(C)c(C)c3)nc(C)c2C(=O)Nc2ccc(Cl)cc2)cc1 | 6
Cn1c(=O)c2ncn(CC(=O)NCCOCc3ccccc3Cl)c2n(C)c1=O | 2
CN(Cc1ccccc1)c1ccc(-c2nc(-c3cccnc3)no2)cc1[N+](=O)[O-] | 1
Cc1ccc(-c2nnc(SCC(=O)N/N=C\c3cc(Br)ccc3O)n2-c2ccccc2)cc1 | 3
CC(C)(C)c1ccc(OCCNC(=S)NC(=O)c2cncc(Br)c2)cc1 | 3
CCCNCc1ccc(-c2ccc(OC)c(Cl)c2)o1 | 2
CC(C)c1n[nH]c2c1CN(Cc1ccc(Sc3nncn3C)o1)CC2 | 0
Cc1ccccc1Nc1c(-c2ccc(N3CCOCC3)cc2)nc2ncccn12 | -2
Cc1ccc(NC(NC(=O)OCCn2c([N+](=O)[O-])cnc2C)C(Cl)(Cl)Cl)cc1 (stereo unspecified) | 5
CCOc1cc(/C=C2\SC(=Nc3ccccc3)N(Cc3ccc(OC)cc3)C2=O)ccc1OCc1ccccc1Cl | -4
CC12CCC(C(=O)Nc3ccccc3Br)(c3nc4ccccc4nc31)C2(C)C (stereo unspecified) | 3
CCOc1ccc(-n2c(CN3CCN(C(=O)c4ccco4)CC3)nc3ccccc3c2=O)cc1 | -2
Cc1ccc(C(=O)C[n+]2ccccc2)c(C)c1 | -9
O=C(NCC1COc2ccccc2O1)C1(c2ccccc2)CCCC1 (stereo unspecified) | -7
COc1ccc(-c2cc(C(F)(F)F)n3nc(C)c(-c4ccccc4)c3n2)cc1OC | 12

Of the compounds above, these have a halogen.
molecule | ROC1-CUL1 inh
CCOc1ccccc1NC(=O)C1C(C)=NC(=O)NC1c1cccc(Cl)c1 (stereo unspecified) | 18
CC(C)n1c(=O)c2oc3ccccc3c2n(Cc2ccccc2F)c1=O | 2
Clc1nc(-c2ccccc2)cc(-c2cnc(Cl)nc2Nc2ccccc2)n1 | 4
Cn1cccc1CNCc1ccc(F)cc1 | 3
C=CCOc1ccc(Cl)cc1CNC(C)(C)CO | -3
O=C(Nc1ccc(S(=O)(=O)N2CCCCCC2)cc1)C(F)(F)F | 9
COc1cccc(CNC(=S)NC(=O)c2sc3ccccc3c2Cl)c1 | 7
COCc1cc(/C=N/NC(=O)Cc2ccc(Cl)cc2)ccc1OC | 2
COc1cc(CNc2ccc(F)cc2)ccc1OCC(=O)NC(C)(C)C | -2
COc1ccc(-c2c(C#N)c(SCC(=O)Nc3ccc(C)c(C)c3)nc(C)c2C(=O)Nc2ccc(Cl)cc2)cc1 | 6
Cn1c(=O)c2ncn(CC(=O)NCCOCc3ccccc3Cl)c2n(C)c1=O | 2
Cc1ccc(-c2nnc(SCC(=O)N/N=C\c3cc(Br)ccc3O)n2-c2ccccc2)cc1 | 3
CC(C)(C)c1ccc(OCCNC(=S)NC(=O)c2cncc(Br)c2)cc1 | 3
CCCNCc1ccc(-c2ccc(OC)c(Cl)c2)o1 | 2
Cc1ccc(NC(NC(=O)OCCn2c([N+](=O)[O-])cnc2C)C(Cl)(Cl)Cl)cc1 (stereo unspecified) | 5
CCOc1cc(/C=C2\SC(=Nc3ccccc3)N(Cc3ccc(OC)cc3)C2=O)ccc1OCc1ccccc1Cl | -4
CC12CCC(C(=O)Nc3ccccc3Br)(c3nc4ccccc4nc31)C2(C)C (stereo unspecified) | 3
COc1ccc(-c2cc(C(F)(F)F)n3nc(C)c(-c4ccccc4)c3n2)cc1OC | 12

(continued)
CCc1ccccc1NC(=O)Nc1nnc(N2CCCC2)s1
  ROC1-CUL1 inh = 4

CCOC(=O)c1cc2c(=O)n3ccccc3nc2n(Cc2ccco2)c1=NC(=O)c1ccc(Br)cc1
  ROC1-CUL1 inh = 23

CCCCNC(=O)c1cccc(OCCC)c1
  ROC1-CUL1 inh = 6

CCOc1ccc(C(=O)C2C(=O)C(=O)N(Cc3ccco3)C2c2ccc(OCC)c(OCC)c2)cc1 (stereo unspecified)
  ROC1-CUL1 inh = 15

CCOc1c(Cl)cc(C(=O)NC(C)(C)C)cc1Cl
  ROC1-CUL1 inh = 3

CCn1c(COc2ccc(OC)cc2)nnc1SCC(=O)Nc1ccc(Cl)cc1
  ROC1-CUL1 inh = 0

CCOc1ccc(CNc2ncn[nH]2)cc1OC
  ROC1-CUL1 inh = -4

CCCCCCCCOc1cc(C)c(-c2nn[nH]n2)cc1C
  ROC1-CUL1 inh = 15

Cc1ccc2c(CC(=O)NCC(F)(F)F)coc2c1C
  ROC1-CUL1 inh = -6

CCOC(=O)C1CCCN(C(=O)Cn2ncc3c([nH]c4ccc(C)cc43)c2=O)C1 (stereo unspecified)
  ROC1-CUL1 inh = -7

CCN1CCc2c(sc(-n3cccc3)c2C(C)NC(=O)Nc2ccccc2C)C1 (stereo unspecified)
  ROC1-CUL1 inh = -10

Cc1noc(-c2ccc(N(C)CC3CCCO3)nc2)n1 (stereo unspecified)
  ROC1-CUL1 inh = -1

CSc1ccc(C2C3C(=O)N(c4cccc(C(F)(F)F)c4)C(=O)C3ON2c2ccccc2)cc1 (stereo unspecified)
  ROC1-CUL1 inh = -5

CCCCOc1ccc(C(=O)NN2CCOCC2)cc1
  ROC1-CUL1 inh = 7

N#C/C(=C\c1cccc(Br)c1)c1nc2ccccc2s1
  ROC1-CUL1 inh = -12

CCn1c(COc2cc(C)ccc2C(C)C)nnc1SCC(=O)Nc1ccc(C)c(C)c1
  ROC1-CUL1 inh = 1

COc1ccc(OC)c(NC(=O)CSc2nc3ccc(NC(=O)c4cccc5ccccc45)cc3s2)c1
  ROC1-CUL1 inh = -3

COc1ccc(OC)c(/C=C(/C#N)c2nc(-c3ccc(-c4ccccc4)cc3)cs2)c1
  ROC1-CUL1 inh = -2&1

CC1=NC2=C(C(=O)CC(C)(C)C2)C(c2ccccc2)C1C(=O)c1ccccc1 (stereo unspecified)
  ROC1-CUL1 inh = 9

COc1ccccc1NC(=O)CSc1nnc(C(NC(=O)c2cccc(C)c2)C(C)C)n1C (stereo unspecified)
  ROC1-CUL1 inh = 1

Cc1cccc(-c2nc(Cn3ncc(N4CCCCC4)cc3=O)c(C)o2)c1
  ROC1-CUL1 inh = -2

CC1CC(C)CN(CCCSc2ccccc2)C1 (stereo unspecified)
  ROC1-CUL1 inh = 2

N#Cc1ccccc1N1C(=N)C(C#N)C(c2c(F)c(F)c(F)c(F)c2F)C2=C1CCCC2=O (stereo unspecified)
  ROC1-CUL1 inh = 1

O=C(Nc1ccccc1F)Nc1cccnc1Cl
  ROC1-CUL1 inh = -3

CCn1cc(C(=O)NCc2ccccc2Cl)c(=O)c2cc(S(=O)(=O)N3CCc4ccccc4C3)ccc21
  ROC1-CUL1 inh = -1

COC(=O)c1ccccc1NC(=O)c1ccc(NC(=O)C2CC2)cc1
  ROC1-CUL1 inh = 7

CCOc1ccc(CNS(=O)(=O)c2cc(-c3cc(C)no3)ccc2C)cc1OC
  ROC1-CUL1 inh = 3

COC(=O)c1c(NC(=O)c2cnn3c(C(F)(F)F)cc(-c4ccc(OC)cc4)nc23)sc2c1CCC(C)C2 (stereo unspecified)
  ROC1-CUL1 inh = -4

Cc1noc(-c2ccc(NCC[C@@H]3C[C@@H]4C=C[C@H]3C4)nc2)n1
  ROC1-CUL1 inh = -7

CCN(Cc1ccccc1)C(=O)c1cnn(-c2ccc(F)cc2)c1-n1cccc1
  ROC1-CUL1 inh = 5

S=C(C=C1SC2CCCCC2S1)c1ccc(Cl)cc1 (stereo unspecified)
  ROC1-CUL1 inh = 0

Nc1c(C(=O)Nc2ccccc2I)sc2nc3c(cc12)CCCCC3
  ROC1-CUL1 inh = 5

COc1cccc(S(=O)(=O)Nc2ccc(C(=O)NCc3ccco3)cc2)c1
  ROC1-CUL1 inh = 5

Cc1oc2ncnc(N3CCOCC3)c2c1C(=O)N(Cc1ccccc1)C(C)C
  ROC1-CUL1 inh = -1

Cc1ccc(CNC2CCN(c3ccc(C(=O)NCc4ccc5c(c4)OCO5)cc3)CC2)cc1F
  ROC1-CUL1 inh = 7

CCOc1ccc(C(=O)Cn2cc(Cl)ccc2=N)cc1[N+](=O)[O-]
  ROC1-CUL1 inh = -4

CCc1cccc(NC(=O)CCc2c(C)nc3c(-c4ccccc4)c(C)nn3c2C)c1
  ROC1-CUL1 inh = -7

Cn1cc(S(=O)(=O)c2cccc(Cl)c2)c(=O)c2cc(F)c(N3CCCCCC3)cc21
  ROC1-CUL1 inh = 4

CCOc1ccccc1C1C2=C(CCCC2=O)OC(=N)C1C#N (stereo unspecified)
  ROC1-CUL1 inh = 3

Cc1ccc(CSC2=NC(=O)C3C(=N2)NC(=O)CC3c2cccc(F)c2F)cc1 (stereo unspecified)
  ROC1-CUL1 inh = -6

CNC(=S)N1CCN(c2cccc(Cl)c2)CC1
  ROC1-CUL1 inh = -4

COc1ccc(CN(C(=O)c2ccco2)C2CCS(=O)(=O)C2)cc1 (stereo unspecified)
  ROC1-CUL1 inh = 3

Cc1ccccc1OCC(=O)Nc1ccc2nc(SCC(N)=O)sc2c1
  ROC1-CUL1 inh = -9

Cc1cc2n(n1)CCCN2C(=O)Nc1ccc(Cl)cc1
  ROC1-CUL1 inh = 0

Cc1ccc(N(Cc2cccs2)C(=O)c2ccco2)cc1
  ROC1-CUL1 inh = -1

CCOC(=O)c1cccc(NS(=O)(=O)c2cc3[nH]c(=O)c(=O)[nH]c3cc2C)c1
  ROC1-CUL1 inh = -1

COc1ccc(C(=O)N2CCCC(CCC(=O)N3CCOCC3)C2)c(OC)n1 (stereo unspecified)
  ROC1-CUL1 inh = 13

Cc1cn(S(=O)(=O)c2ccc(F)c(Cl)c2)cn1
  ROC1-CUL1 inh = 3

Cc1ccc(C)c(NC(=O)CSc2nnc(CNC(=O)c3ccccc3)n2-c2ccccc2)c1
  ROC1-CUL1 inh = 2

COc1cccc(C2CC(c3ccc(C)c(C)c3)=Nc3nnnn32)c1OC (stereo unspecified)
  ROC1-CUL1 inh = -2

CCOc1ccccc1NC(=O)c1ccc(CN2CCCC2)cc1
  ROC1-CUL1 inh = -5

CCOC(=O)C1C(CN(C)Cc2ccccc2)=NC(=O)NC1c1ccc(OC)cc1 (stereo unspecified)
  ROC1-CUL1 inh = -2

CCc1ccc(CNC(=O)c2cccc(-n3cnc4cccnc43)c2C)cc1
  ROC1-CUL1 inh = -4

CCOc1ccc(S(=O)(=O)NCCc2csc3nc(-c4ccc(OC)c(OC)c4)nn23)cc1
  ROC1-CUL1 inh = -12

O=C(CSc1nnc2ccc3ccccc3n12)c1ccc(Cl)cc1
  ROC1-CUL1 inh = 2

CN(C(=O)c1ccccc1)c1ccc(OCC(=O)Nc2ccc(I)cc2)cc1
  ROC1-CUL1 inh = 12

CCOC(=O)Cc1cc(-c2ccc(F)cc2)nc2ccc3ccccc3c12
  ROC1-CUL1 inh = -2

CC1(C)COC(c2sc3ccccc3c2Cl)=N1
  ROC1-CUL1 inh = 0

Cc1c(CNC(C)CCc2ccccc2)c(C(=O)O)c(C)n1Cc1ccc(F)cc1 (stereo unspecified)
  ROC1-CUL1 inh = -4

Cc1nc(SCC(=O)c2ccccc2)c(C#N)c2c1CCCC2
  ROC1-CUL1 inh = 4

CCOc1cc([N+](=O)[O-])cc(C=Nc2ccc3oc(-c4ccc(CC)cc4)nc3c2)c1O
  ROC1-CUL1 inh = 3

CCOC(=O)c1ccc(CSc2nnc3cc(C)c4ccccc4n23)cc1
  ROC1-CUL1 inh = -6

Cc1cc(NC(=O)COc2ccccc2)cc(-c2nc3ccccc3o2)c1O
  ROC1-CUL1 inh = -2

CC(C)C1C(=O)C=C(c2ccncc2)N(c2ccc(Cl)cc2)C1=O (stereo unspecified)
  ROC1-CUL1 inh = 6

CCC(=O)N1CCc2cc(Br)cc(S(=O)(=O)N3CCN(c4cccc(Cl)c4)CC3)c21
  ROC1-CUL1 inh = 15

CCCCNC(=O)C1CCN(S(=O)(=O)CC)CC1
  ROC1-CUL1 inh = -1

An excerpt (hit frequency here may not be typical).
